Screening results (PubChem BioAssay)
WT yeast gro inh: growth inhibition of WT yeast, mitochondrial fusion screen; 190,000 tested, 2.1% active; mitochondrial fusion phenotypic screen, WT strain; inhibition, % at 10 µM; in the data active means inhibition above about 58%; tested in S. cerevisiae
PMI inhibition: human PMI inhibitors, high substrate, primary screen, biochemical, fluorescence intensity, high mannose 6-phosphate (AID 1220). recombinant PMI enzyme, coupled fluorescence intensity; higher % means a stronger effect. inhibition, % at 20 µM, or IC50 in µM where a hit was titrated. 190,000 tested, 0.66% active
XIAP antagonists: XIAP antagonists, biochemical, IAP family, fluorescence polarization (AID 1018) | XIAP BIR domain, fluorescence polarization peptide displacement; higher % means a stronger effect | one-dose displacement, % at 20 µM; IC50 in µM for titrated hits | 200,000 tested, 0.007% active; in the data active means displacement above about 50%; further: a part of the inactive calls stands beside numbers as strong as those of hits
Salmonella PhoP GFP: inhibitors of PhoP regulon expression, primary screen, Salmonella Typhimurium, GFP reporter (AID 1863); S. Typhimurium PhoP-regulated promoter GFP reporter, 4 h; higher % means a stronger effect; 300,000 tested, 0.16% active; inhibition, % at 50 µM, or IC50 in µM where a hit was titrated;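 active means inhibition over 29.93%, a cutoff 3 SD above the screen mean, later confirmed by dose response; inconclusive means inhibition over 29.93% but no dose response follow-up; inactive means inhibition at most 29.93% or unconfirmed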;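 further: 0% = low Mg2+ inducing control and 100% = high Mg2+ repressing control; strong numbers were not always called active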
TNAP activation fold: human TNAP enzyme activators, primary screen, biochemical, luminescent, no phosphate acceptor, uHTS (AID 1001); purified TNAP, luminescent activation assay, no phosphate acceptor; higher activation fold means a stronger effect; activation fold at 20 µM; hits with a dose series show EC50 in µM; 200,000 tested, 0.03% active; in the data active means activation fold from about 3, or a potency from the dose series; inactive means the rest, 99 in 100 with activation fold below about 1.6; further: many of its hits are not listed in these tables
SIAH1 antagonists: Siah-1 peptide-binding antagonists, primary screen, biochemical, fluorescence polarization, rhodamine-plectin, uHTS (AID 1817); Siah-1 / rhodamine-plectin peptide fluorescence polarization; higher % means a stronger effect; displacement, % at 20 µM, or IC50 in µM where a hit was titrated; 290,000 tested, 0.02% active;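 active means displacement of at least 50% at 20 µM, with a fluorescence ratio check between 0.3 and a set limit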;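 further: plate controls were Siah plus tracer with DMSO for no effect and tracer alone without Siah for full effect; strong numbers were not always called active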
human PMI inhibition: MPI enzyme activity inhibition – biochemical, fluorescence intensity, coupled assay, primary screen (AID 1209); purified PMI enzyme, coupled fluorescence intensity; higher % means a stronger effect; inhibition, % at 20 µM; hits with a dose series show IC50 in µM; 190,000 tested, 0.42% active;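 further: plate controls were DMSO vehicle for no effect and wells lacking substrate for full effect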
Myeloid diff MLP: promotes myeloid progenitor differentiation; ER-HoxA9 myeloid progenitors, lysozyme-GFP differentiation, flow cytometry; calls only at 10 µM; 360,000 tested, 1% active;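 active means normalized GFP-positive differentiation at or above the plate's own cutoff, the solvent-only control mean plus 3 SD; inconclusive means no clear call, values can overlap the other calls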;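 further: cells exposed to compound for four days before flow analysis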
RSV antiviral HEp-2: inhibition of RSV-induced cytopathic effect – HEp-2 cells, primary 10 µM value included (AID 2391) | HEp-2 cells, RSV-induced CPE inhibition; higher % means a stronger effect | 310,000 tested, 0.13% active | CPE inhibition, % at 10 µM, or IC50 in µM where a hit was titrated; in the data active means a potency from the dose series; inconclusive means CPE inhibition mostly from about 23% at the one dose, without a potency; inactive means the rest, 99 in 100 with CPE inhibition below about 21%; further: strong numbers were not always called active
WT yeast gro inh mutant strain: second read-out of WT yeast gro inh, no call of its own (marks repeat the call); inhibition, %; mitochondrial fusion phenotypic screen, mutant strain inhibition
Myeloid diff MLP GFP+ MAC1+ %: further read-out of Myeloid diff MLP, marked with its call; GFP+ MAC1+ double positive, %; measured here: differentiation confirmed by MAC1 staining
Numbers without * were called inactive; i = inactive; u = inconclusive; x = not tested or not shown; + = active, no number. Unless noted, no stated cut-off is given here; in the data, active means inhibition above about 50%; inactive means the rest.

structure | WT yeast gro inh | WT yeast gro inh mutant strain | PMI inhibition | XIAP antagonists | Salmonella PhoP GFP | TNAP activation fold | SIAH1 antagonists | human PMI inhibition | Myeloid diff MLP | Myeloid diff MLP GFP+ MAC1+ % | RSV antiviral HEp-2
O=c1c(-c2ccc(Cl)cc2)coc2c(CN3CCOCC3)c(O)ccc12 | 3 | 0 | 3% | -2.9% | -3% | 1.1 | 3% | 5% | i | 0.7 | 1.1%
COc1ccc(CCN(Cc2cc3cc4c(cc3[nH]c2=O)OCO4)C(C)=O)cc1OC | x | x | 14% | -18% | x | 1.1 | 3% | 7% | x | x | x
Cc1cc2c(sc3ccccc32)c(C)n1 | x | x | x | x | -1% | x | 4% | x | i | 0.5 | -2.0%
O=C1C2C3c4ccccc4C(c4ccccc43)C2C(=O)N1c1nc(-c2ccccc2)cs1 (stereo not given) | 1 | -2 | 6% | -5.2% | 0% | 0.9 | 2% | 2% | i | 1.7 | 0.6%
CC(=O)Nc1ccc(S(=O)(=O)NCc2ccc(C(=O)NCCN3CCCCCC3)cc2)cc1 | -22 | -18 | 13% | 0.9% | -11% | 1.1 | -2% | -2% | x | x | 0.1%
CC(C)(C)OC(=O)C(C)(C)O/N=C(\C(=O)O)c1csc(N)n1 | -1 | -28 | 11% | 6.9% | 2% | 1 | 1% | 8% | i | 0.6 | -0.6%
Cc1cccc(N2C(=O)CC(N3CCN(c4ccccc4)CC3)C2=O)c1 (stereo not given) | 0 | 10 | 7% | -6.2% | 6% | 1 | -9% | 7% | i | 2.4 | 1.0%
CCCNC(=O)C1CCN(S(=O)(=O)c2cccs2)CC1 | -22 | 9 | -2% | -6.4% | -11% | 1.1 | 10% | 1% | i | 0.1 | 0.1%
CCOC(=O)c1[nH]c(COC(=O)C2CC(=O)N(Cc3ccccc3)C2)c(C(=O)OCC)c1C (stereo not given) | -16 | 4 | 13% | -5.2% | 1% | 1.1 | 1% | 17% | i | 0.7 | 0.7%
O=C(c1ccco1)N1CCN(S(=O)(=O)c2cccc3nsnc23)CC1 | 3 | 3 | 7% | 1.1% | -3% | 1.1 | -2% | 9% | i | 0.9 | 1.7%
CCOCCCn1c(SCC(=O)Nc2ccccc2)nc2ccccc2c1=O | x | x | x | x | 0% | x | 3% | x | i | 0.3 | 2.9%
COc1cc(CC(NC(C)=O)C(=O)NC2CCN(c3nc(OC)nc(OC)n3)CC2)cc(OC)c1 (stereo not given) | x | x | x | x | -4% | x | 0% | x | i | 0.6 | 2.9%
O=C(O)C(c1ccccc1)N1C(=O)/C(=C\c2ccc(-c3cccc(Cl)c3)o2)SC1=S (stereo not given) | x | x | x | x | -97% | x | 29% | x | i | 1.0 | u
Cn1c(=O)c2cnc(N3CCOCC3)nc2n(C)c1=O | x | x | -8% | -8.0% | x | 1 | -2% | -11% | x | x | x
NC(=O)c1ccc(NC(=O)CCCNC(=O)c2ccc(Cl)cc2)cc1 | x | x | x | x | -3% | x | -4% | x | i | 0.6 | 0.0%
Cc1c(NC(=O)COc2c(F)c(F)c(F)c(F)c2F)c(=O)n(-c2ccccc2)n1C | x | x | x | x | 6% | x | -1% | x | i | 0.4 | 1.8%
COc1cc(OC)c(NC(=O)CCCNC(=O)Cn2cnc3sc(C)c(C)c3c2=O)cc1Cl | x | x | x | x | 4% | x | 2% | x | i | 4.0 | 1.8%
FC(F)Oc1ccc(NC(=S)NCc2ccco2)cc1Cl | 32 | 19 | 19% | -4.5% | -5% | 1.1 | 11% | 21% | i | 0.4 | 12%
Cc1ccc(OCc2ccc(C(=O)Nc3ccc(C(N)=O)cc3)o2)c([N+](=O)[O-])c1 | -15 | -17 | -6% | -6.5% | -10% | 1 | 13% | 3% | i | 0.5 | 11%
CCN(CC(=O)NC(C)(C)C)Cc1cc(=O)n2c(-c3ccccc3)csc2n1 | x | x | x | x | -6% | x | 4% | x | i | 1.4 | 0.5%
COc1ccc(NC(=O)C(NC(=O)c2ccc(=O)[nH]c2)c2ccc(C)cc2)cc1 (stereo not given) | -5 | 13 | -4% | -6.7% | -12% | 1.1 | 1% | -9% | i | 0.9 | 3.8%
CC1=C(C(=O)c2ccccc2)C(c2cn(-c3ccccc3)nc2-c2ccc(Cl)cc2)NC(=S)N1 (stereo not given) | 11 | 8 | 1% | -6.8% | 2% | 0.9 | 2% | -2% | i | 0.9 | 12%
COc1ccc(OC)c(S(=O)(=O)N2CCN(c3ccccc3)CC2)c1 | x | x | x | x | -7% | x | 12% | x | i | 0.3 | 2.7%
CC(=O)NC(Cc1ccc(F)c(F)c1)C(=O)NC1CCN(C(=O)c2ccc(C)cc2)CC1 (stereo not given) | -16 | -13 | 5% | 3.1% | -4% | 1.1 | 16% | 11% | i | 0.1 | -1.5%
CCOC(=O)c1c(O)c2c([nH]c1=O)CCCC2 | 4 | -35 | -4% | -4.5% | -2% | 1.1 | 4% | 4% | i | 1.0 | 1.6%
Cc1sc2nc(C3CC3)nc(SCC(=O)N3c4ccccc4CC3C)c2c1C (stereo not given) | 9 | 22 | 11% | -3.2% | -18% | 1.1 | 4% | 21% | + | 3.8* | 4µM*
O=C(COc1ccc2ccccc2c1)NCCc1ccc2c(c1)OCCO2 | -11 | -12 | 32% | -6.9% | 25% | 1.2 | 3% | 12% | i | 0.4 | u
Cc1cc(=O)oc2cc(OC(C(=O)O)c3ccccc3)ccc12 (stereo not given) | x | x | x | x | 5% | x | -2% | x | i | 0.8 | 1.9%
Cc1ccccc1-n1c(SCC(=O)c2cc(C)n(C)c2C)nnc1-c1ccncc1 | -40 | -17 | 24% | -4.8% | -16% | 1.1 | 3% | 11% | i | 0.7 | 2.5%
CCSCc1nnc(SCC(=O)Nc2cc(F)ccc2C)n1C | -38 | -7 | 10% | -5.6% | 9% | 1.1 | 18% | 8% | i | 0.6 | -0.3%
CCOc1ccc(S(=O)(=O)N(C)CC(=O)NCc2ccccn2)cc1Cl | x | x | x | x | -2% | x | 8% | x | i | 0.3 | 1.4%
CC(=O)N1N=C(c2cccnc2)OC1c1ccc(C(C)C)cc1 (stereo not given) | 19 | 9 | 0% | -11% | x | 1 | -2% | 5% | i | 0.8 | 2.0%
CC(C)(C)c1ccc(S(=O)(=O)Nc2cccc(C3OCCCO3)c2)cc1 | 45 | -1 | 11% | -0.3% | -2% | 1.2 | 8% | 11% | i | 1.1 | 3.8%
CN(C)C(=O)CS(=O)(=O)c1ccc(Cl)cc1 | x | x | x | x | 2% | x | -6% | x | i | 1.0 | 1.6%
Cc1cc2oc(=O)cc(CN3CCCCC3)c2cc1O | x | x | x | x | 7% | x | 0% | x | i | 0.2 | 1.1%
CCC(C)(C(=O)NC1CCCC1)N(C(C)=O)c1ccc(C)cc1 (stereo not given) | -7 | 10 | 4% | -4.3% | 3% | 1.1 | 2% | 8% | i | 0.5 | 0.5%
Cc1ccc2cc(CN(CC3CCCO3)C(=O)C(C)C)c(=O)[nH]c2c1 (stereo not given) | -14 | 10 | -3% | 3.1% | -12% | 1.1 | -2% | -3% | i | 2.7 | 1.7%
CC1(C)CC(=O)C2=C(C1)Nc1ccccc1NC2c1cc(Cl)ccc1O (stereo not given) | x | x | x | x | 4% | x | 4% | x | i | 0.7 | -0.1%
CCc1nnc(SCc2cn3c(C)cc(C)nc3n2)n1N | 0 | -9 | -9% | -6.3% | -2% | 1.1 | -2% | -6% | i | 1.4 | 2.0%
c1ccc2[nH]c(CN3CCCCCC3)nc2c1 | 1 | 13 | 10% | -4.0% | 2% | 1 | -1% | 10% | i | 0.4 | 0.9%
COCC(=O)Nc1ccccc1C(=O)NC(C)C | -2 | 7 | 9% | -2.3% | -5% | 1.1 | -5% | 10% | i | 5.5 | -0.6%
COc1ccccc1C(=O)Nc1ccc(S(=O)(=O)Nc2cc(C)on2)cc1 | -29 | -15 | 11% | -1.2% | -5% | 1.1 | 5% | 9% | i | 0.9 | 0.0%
COC(=O)c1ccc(=O)c2nc3/c(=C/O)c(O)cc(=O)c3[nH]c12 | x | x | x | x | -5% | x | 123% | x | i | 2.6 | 0.1%
Cc1cccc(N2C(=O)/C(=C/c3cccnc3)SC2=S)c1 | x | x | x | x | -7% | x | -1% | x | i | 0.7 | u
COC(=O)c1cccc(NC(=O)CCNC(=O)c2ccco2)c1 | x | x | x | x | 2% | x | -5% | x | u | x | 0.7%
CCOC(=O)Cn1c(C)[n+](CC(=O)c2ccccc2)c2ccccc21 | x | x | x | x | -8% | x | 5% | x | i | 0.5 | 1.4%
CCOc1ccc(Br)cc1S(=O)(=O)Nc1ccc(C(=O)OCC(=O)N(C)c2ccccc2)cc1 | 1 | -3 | 3% | -5.2% | 8% | 1.1 | 2% | 12% | i | 0.8 | 2.6%
Cc1cc(NC(=O)C2C3C(=O)N(CC4CCCO4)C(C(=O)NCc4ccccc4)C34C=CC2(C)O4)no1 (stereo not given) | -10 | -4 | -4% | 11% | -5% | 1 | 7% | -10% | i | 0.9 | 0.0%
CC(C)CCOP(=O)(c1ccc(N(C)C)cc1)C(O)c1ccccn1 (stereo not given) | -5 | -11 | 7% | -1.0% | -9% | 1.1 | 8% | -5% | i | 1.3 | -0.1%
O=C(COc1ccccc1)NCc1nnc(SCC(=O)Nc2nccs2)n1-c1ccccc1 | 5 | -1 | -3% | -2.6% | 3% | 1.1 | 0% | -4% | i | 3.3 | 2.3%
O=C(N/N=C/c1ccc(Br)s1)c1cccs1 | x | x | x | x | 1% | x | -3% | x | i | 0.5 | 20%
COc1ccc(C)cc1NC(=O)c1cc2ccccc2cc1OCC(=O)NCc1ccco1 | 17 | -6 | -2% | -3.4% | -10% | 1.1 | -4% | 8% | i | 0.6 | 3.8%
Cc1ccc(C)c(C(=O)CN2C(=O)CCC2=O)c1 | -36 | -20 | 1% | -4.5% | -5% | 1.2 | 8% | -3% | i | 0.2 | 1.9%
Cc1c(-n2c(SCC(C)C)nc3ccccc3c2=O)c(=O)n(-c2ccccc2)n1C | -6 | 8 | 0% | -3.3% | -2% | 1 | 2% | 1% | i | 0.4 | -0.9%
Clc1nc(-c2n[nH]nc2Cl)n[nH]1 | 1 | 3 | 2% | -0.9% | -17% | 1.1 | 7% | 4% | i | 1.2 | -0.7%
CCc1ccc(NC(=O)CC2C(=O)N(c3ccc(C)cc3)C(=O)N2C2CC2)cc1 (stereo not given) | -11 | -14 | 3% | -9.5% | 0% | 1.1 | 2% | 0% | i | 0.5 | 2.1%
CCOC(=O)C1=C(C)NC(=O)NC1 | -14 | -6 | -2% | -6.6% | -3% | 1.1 | 6% | 3% | i | 1.3 | u
CC(NC(=O)CSc1ncccn1)c1ccccc1 (stereo not given) | 17 | 5 | 9% | 0.2% | 12% | 1.1 | -3% | 8% | i | 2.6 | -0.7%
O=[N+]([O-])c1ccc(N2CCN(C(=S)Nc3ccc(F)cc3)CC2)cc1 | -7 | -4 | 19% | -3.7% | -9% | 1.1 | 8% | 4% | i | 0.2 | 10%
CC(C)CC(=O)N1CCN(Cc2cccc(F)c2)CC1 | -3 | -1 | -2% | -5.3% | 3% | 1.1 | 0% | 8% | i | 1.3 | 1.2%
